Screening data (PubChem)
N370S GC: inhibits or activates N370S mutant glucocerebrosidase; 0.092% of 330,000 active; N370S GC spleen homogenate, 4MU-glucoside fluorescence; Potency, µM (titrated, usually from 59.4 µM), without a hit: at the top dose activity change, negative = inhibition, hits mostly inhibitors;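 note: 0% = full enzyme activity and -100% = no enzyme basal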
TDP1 block: blocks human tyrosyl-DNA phosphodiesterase 1. Q9NUW8. recombinant TDP1, AlphaScreen DNA substrate cleavage. Potency, µM (doses to about 130 µM), for the others: top-dose activity change, negative = inhibition, actives largely listed as inhibitors. 0.28% of 350,000 active; note: nearly all actives have a fitted effect of over 40% in size
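Signal: AlphaScreen proximity between streptavidin donor and anti-FITC acceptor beads on intact substrate. Reaction: Tdp1 1 nM, substrate 15 nM final, 5 min RT after 15 min compound preincubation.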
FEN1 inh: human FEN1 inhibition; Recombinant FEN1 flap cleavage, fluorescence, 15 min; AID 588795; 0.35% of 390,000 active; Potency, µM (doses to about 114 µM), without a hit: top-dose activity change, negative = inhibition, usual class: inhibitors; note: nearly all actives have a fitted effect of over 65% in size
Target sequence (P39748 whole entry, looked up): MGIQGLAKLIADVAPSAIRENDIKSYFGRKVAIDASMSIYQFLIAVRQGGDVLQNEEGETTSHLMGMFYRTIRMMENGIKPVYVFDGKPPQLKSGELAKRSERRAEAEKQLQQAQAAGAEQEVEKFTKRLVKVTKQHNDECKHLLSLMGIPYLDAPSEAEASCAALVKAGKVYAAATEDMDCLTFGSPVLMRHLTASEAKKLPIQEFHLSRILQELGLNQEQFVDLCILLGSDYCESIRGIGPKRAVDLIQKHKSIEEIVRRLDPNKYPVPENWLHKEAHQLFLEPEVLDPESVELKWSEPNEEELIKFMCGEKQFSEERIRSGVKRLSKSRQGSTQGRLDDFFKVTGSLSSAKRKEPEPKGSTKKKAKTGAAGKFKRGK
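With each library titrated from low to high concentration, compounds met 10 nM FEN1 for 15 min at room temperature before 50 nM substrate was added; readings at 0 and 15 min fed four-parameter Hill curve fits.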
* hit, by the source's call; ? = inconclusive; . = no result given; & = joins results of further samples; [ ] = dose if it differs, or a comment. Calls come from the whole dose curve; as a rule, active = well fitted curve in the direction sought with a large enough effect; inconclusive = small, poorly fitted or top-dose-only effect, or another doubt; inactive = no such curve, though single readings can be large; an effect the other way counts as inactive or inconclusive. Unless noted, % is set by controls: 0 for no effect and ±100 for the full control effect; potency is the fitted concentration of half-maximal effect. Compounds as they come; any-hit rate near 0.53%.

Start of the data: the first seven records as a preview:
SMILES,N370S GC,TDP1 block,FEN1 inh
CN(C)C(CNC(=O)c1cccc(C(F)(F)F)c1)c1ccco1 (stereo not given),1%,.,-21%
CC1CN(C(=S)Nc2ccccc2)CC(C)O1 (stereo not given),-5%,3%,-18%
Cc1sc2ncn(CC(=O)N3CCN(c4ccccc4)CC3)c(=O)c2c1S(=O)(=O)N1CCOCC1,1%,4%,-9%
COc1ccccc1Nc1ncc2c(n1)CCN(CC(C)C)C2,.,-1%,-2%
CCCCCCCN1CCN=C1N(C)C,-4%,.,4%
O=C(COc1ccccc1[N+](=O)[O-])N/N=C/c1ccncc1,-2%,2%,-9%
Cc1ccc(F)cc1NC(=O)CCNC(=O)c1ccc([N+](=O)[O-])cc1,-7%,.,2%

All compounds of this part, previewed entries included:
SMILES,N370S GC,TDP1 block,FEN1 inh
CN(C)C(CNC(=O)c1cccc(C(F)(F)F)c1)c1ccco1 (stereo not given),1%,.,-21%
CC1CN(C(=S)Nc2ccccc2)CC(C)O1 (stereo not given),-5%,3%,-18%
Cc1sc2ncn(CC(=O)N3CCN(c4ccccc4)CC3)c(=O)c2c1S(=O)(=O)N1CCOCC1,1%,4%,-9%
COc1ccccc1Nc1ncc2c(n1)CCN(CC(C)C)C2,.,-1%,-2%
CCCCCCCN1CCN=C1N(C)C,-4%,.,4%
O=C(COc1ccccc1[N+](=O)[O-])N/N=C/c1ccncc1,-2%,2%,-9%
Cc1ccc(F)cc1NC(=O)CCNC(=O)c1ccc([N+](=O)[O-])cc1,-7%,.,2%
CCCCN(CC)CCCNC(=O)Cn1ncc2c3ccccc3n(Cc3ccccc3F)c2c1=O,.,3%,15%
CCN(CC(=O)Nc1ccccc1C(F)(F)F)C(=O)CCS(=O)(=O)c1ccc(C)cc1,2%,2%[0.505 µM],-2%
COc1ccc(CNC(=O)C[C@H]2C[C@H](C(=O)N3CCCCC3)[C@@]3(CCc4ccccc4)c4[nH]c5ccc(Cl)cc5c4CCN3C2=O)cc1OC,.,-1%[56.1 µM],1%
O=C(CN1CCN(Cc2ccccc2Cl)C1=O)NCCc1ccc(Cl)cc1,.,2%[12.3 µM],-23%
CCCn1nc(C(=O)NC2CCCc3ccccc32)c2ccccc2c1=O (stereo not given),9%,-5%,-17%
Cc1ccc(S(=O)(=O)N2CCCCC2)cc1NC(=O)COC(=O)c1ccc2c(c1)OCO2,-2%,5%,3%
O=C(NCc1ccc(Cl)cc1)C1CCN(S(=O)(=O)c2cccnc2)CC1,-11%,3%,20%
BrC(=C\c1ccccc1)/C=N/N1CCN(c2ccccn2)CC1,-1%,6%,1%
CN(C(=O)COC(=O)C1COc2ccccc2O1)c1c(N)n(Cc2ccccc2)c(=O)[nH]c1=O (stereo not given),-1%,0%,2%
Cc1ccnc(NC(=O)CCS(=O)(=O)c2ccccc2)c1,-3%,-7%,-9%
Cc1csc(NC(=O)CSc2nnc(-c3ccc(Cl)cc3)n2N)n1,.,-1%,0%
Cc1ccc(S(=O)(=O)CC(=O)N2CCOCC2)cc1,17%,6%,-4%
CCn1c(SCC(=O)N/N=C/c2cc(OC)c(OC)c(OC)c2)nc2ccccc21,-2%,7%,-4%

Compound profiles, as listed above. Values in the order: N370S GC	TDP1 block	FEN1 inh
COc1ccc(CNC(=O)C[C@H]2C[C@H](C(=O)N3CCCCC3)[C@@]3(CCc4ccccc4)c4[nH]c5ccc(Cl)cc5c4CCN3C2=O)cc1OC across the screens: .	-1%[56.1 µM]	1%
Cc1sc2ncn(CC(=O)N3CCN(c4ccccc4)CC3)c(=O)c2c1S(=O)(=O)N1CCOCC1 across the screens: 1%	4%	-9%
Cc1ccc(S(=O)(=O)CC(=O)N2CCOCC2)cc1 across the screens: 17%	6%	-4%

Look-ups from the results shown.
Cc1ccnc(NC(=O)CCS(=O)(=O)c2ccccc2)c1 in TDP1 block shows -7%
CN(C(=O)COC(=O)C1COc2ccccc2O1)c1c(N)n(Cc2ccccc2)c(=O)[nH]c1=O (stereo not given) in FEN1 inh shows 2%

(further entries)
SMILES,N370S GC,TDP1 block,FEN1 inh
Cc1ccc(CNc2oc(-c3ccc(COc4ccc(Cl)cc4)o3)nc2C#N)cc1,.,4%,4%
C=CCn1c(SCC(=O)Nc2ccc(OC)cc2)nnc1-c1cnccn1,-6%,0%,3%
COc1cccc(NC(=O)Cn2c(SCC(=O)N3CCOCC3)nc3ccccc32)c1,21%,6%,-13%
CCCCn1c(CCCNC(=O)CC)nc2ccccc21,6%,4%,1%
O=C(CN1CCc2ccccc21)NCc1ccc2c(c1)OCO2,0%,8%,-15%
O=C(NCc1cccnc1)C1c2ccccc2C(=O)N1C1CCCCCCC1 (stereo not given),-4%,5%,-6%
O=C(c1cccn2c(=O)c3cc(Cl)ccc3nc12)N1CCN(c2ccccc2F)CC1,.,0%,-13%
O=C(NCc1cccnc1)C(=O)Nc1nccs1,-1%,3%,.
CC(=O)Nc1ccc(Nc2cc(C)c3ccccc3n2)cc1,1%,.,10%
COc1ccc(Cl)cc1-c1nc(SCC(=O)NC(C)(C)C)n[nH]1,10%,-1%,1%
CC(=O)N1CCN(C(=O)c2ccc(OC3CCN(Cc4ccccn4)CC3)cc2)CC1,-4%,4%[56.1 µM],13%
C/C(CC(=O)Nc1cc(C)ccn1)=N\NC(=O)C(=O)Nc1cccc(C)c1,19%,3%,16%
CCCCCC(=O)N(O)C1CC(=O)N(c2ccccc2)C1=O (stereo not given),0%,10%,1%
C#CCNc1c2c(nc3nnnn13)CCCC2,11%,-8%,-1%
CC(OC(=O)Cc1c(F)cccc1Cl)C(=O)NC1(C#N)CCCCC1 (stereo not given),2%,-8%[0.505 µM],5%
C=CCc1cc(C)ccc1OCCCn1ccnc1,-15%,9%,-8%
COC(=O)c1ccc(N2CCN(S(=O)(=O)c3c(C)cc(C)cc3C)CC2)c([N+](=O)[O-])c1,1%,5%,-12%
CCCc1cc(-n2cnc3ccccc32)n2c(nc3ccccc32)c1C#N,14%,0%,-22%
COc1ccc(S(=O)(=O)N2CCN(C(=O)NCc3ccc(C)cc3)CC2)cc1,-7%,-5%,-1%
O=C(OCC1OC(n2cc(Br)c(=O)[nH]c2=O)C(Br)C1O)c1ccccc1 (stereo not given),-12%,.,17%

SMILES,N370S GC,TDP1 block,FEN1 inh
COCCCNC(=O)C1CCCN(c2nn3cc(-c4ccc(C)cc4)nc3s2)C1 (stereo not given),.,1%,9%
Cc1cccc(NC(=O)c2ccc3c(c2)OCCO3)c1C,-3%,.,-9%
COc1cc(OC)cc(C(=O)Nc2ncc3c(n2)CC(C)(C)CC3=O)c1,5%,2%,-4%
CCN1CCN(Cc2ccc(NC(=O)c3cc(NC(=O)c4cc5cccc(OC)c5o4)cc(OC)c3)cc2C(F)(F)F)CC1,?,6%,9%
COc1ccc(-n2c(Cc3cccn3C)nnc2SCC(=O)Nc2ccccc2)cc1,6%,8%,0%
C=CCNCc1cccn1-c1sc2c(c1C#N)CCCC2,-24%,-1%,10%
COc1cccc2c1cc1c(=O)n(CC(=O)N3CCC(C)CC3)nc(C)n12,3%,2%&5%,-4%&-3%
COc1ccccc1NC(=O)C(=O)Nc1ccccn1,.,-6%,2%
O=C1CNC(=S)N1Cc1ccc(Cl)cc1,-3%,.,0%
CCn1cc(C(=O)Nc2ccc(C(C)C)cc2)c2cc(OC)c(OC)cc2c1=O,.,3%,?
Cc1cc(-n2cnc3c(=O)[nH]cnc32)ccc1N,7%,-4%,5%
O=C(NNS(=O)(=O)c1ccc(C(F)(F)F)cc1)c1cnn(-c2ccccc2)c1C(F)(F)F,-15%,-2%,1%
Cc1ccc(-c2csc(NC(=S)NC(=O)c3cccs3)n2)cc1,19%,-3%,4%
Cc1ccnc(NC(=O)CSc2ccccn2)c1,-6%,-3%,2%
COc1ccccc1C(=O)Nc1nc2cc3c(cc2s1)OCCO3,12%,.,-16%
Cc1cccc(NC(=O)Nc2cccs2)c1C,.,3%,1%
COCCn1c(SCc2ccccc2Cl)nc2c1c(=O)[nH]c(=O)n2C,29%,2%,-5%
OCC1CCCN(c2nc(CN3CCCCC3)nc3scc(-c4ccccc4)c23)C1 (stereo not given),0%,-3%,13%
CCCCCCCCCCCCC/C=C/[C@@H](O)[C@H](CO)N(C)C,-3%&-2%,2%&11%,.
COC(=O)c1ccc(C)c(NS(=O)(=O)c2ccc(OC)c(OC)c2)c1,1%,1%,-2%

SMILES,N370S GC,TDP1 block,FEN1 inh
Cc1ccc(CCNC(=O)CN(c2ccc(C)cc2)S(=O)(=O)c2c(C)noc2C)cc1,1%,2%&2%,5%&-16%
COc1ccc(OC)c(S(=O)(=O)N2Cc3ccccc3CC2C(=O)Nc2ccc(Cl)cc2)c1 (stereo not given),.,2%,-15%
Cc1ccc2c(c1)NC(=O)c1cccnc1O2,.,0%,16%
Cc1cc(Cl)ccc1OCCCC(=O)N/N=C/c1cccc([N+](=O)[O-])c1,3%,-1%,6%
Cc1cccc(N)c1SC1CCCCC1O (stereo not given),14%,5%,0%
COc1ccc(CCNC(=O)COC(=O)c2cc(S(=O)(=O)N3CCCC3)ccc2O)cc1,.,2%,-10%
Cc1ccccc1CCNC(=O)c1ccc(NC(=O)N2CC(C)Sc3ccccc32)cc1 (stereo not given),.,-5%,-14%
CCc1nnc2n1N=C(c1cccc([N+](=O)[O-])c1)CS2,-5%,.,9%
CC(C)c1nc2oc3c(NCc4cccnc4)ncnc3c2c2c1CCC2,-3%[2.35 µM],5%,-10%
COc1ccc(/C=N/NC(=O)NC23CC4CC(CC(C4)C2)C3)c(OC)c1,?,.,-11%
COc1cc(/C=C/C(=O)OCC(=O)NCc2ccco2)ccc1O,-7%,-3%,14%
CCOC(=O)Cc1csc(NC(=O)CSc2nnc(-c3ccc(C)cc3)o2)n1,-9%,7%,-7%
O=S(=O)(c1ccccc1)c1nc(-c2ccco2)oc1NCc1ccccc1,20%,10%,-4%
CC(Sc1ccc(Cl)cc1)C(=O)Nc1ccc(S(=O)(=O)N2CCOCC2)cc1 (stereo not given),-7%,2%,-23%
COCCNC(=O)C(c1cccs1)N(C(=O)Cn1nnc2ccccc21)c1ccc(OC)cc1 (stereo not given),6%,-5%,-1%
O=C(Nc1ccc2c(c1)OCO2)O[C@@H]1C[C@H]2CCCC(=O)N3CC[C@@H](C1)[C@@H]23,0%,.,-2%
C=CC[C@H](CC(=O)N(CCO)Cc1ccccc1)C(=O)NCCOC(=O)[C@H](CC=C)CC(=O)OC(C)(C)C,.,1%,-3%
COc1ccccc1N1CCN(CC(O)COc2ccc3c(C)cc(=O)oc3c2)CC1 (stereo not given),1%,2%,6%
Cc1ccc(CNC(=O)CN2C(=O)COc3ccc(C)cc32)cc1,-6%,-1%,7%
Cn1cc(CN2CCN(Cc3ccc4c(c3)OCO4)CC2)c(-c2ccccc2F)n1,-26%,3%,-16%

Three of the entries above in order of their number in N370S GC, falling.
smiles,N370S GC,TDP1 block,FEN1 inh
COc1ccccc1C(=O)Nc1nc2cc3c(cc2s1)OCCO3,12%,.,-16%
O=C(NCc1cccnc1)C(=O)Nc1nccs1,-1%,3%,.
O=C(OCC1OC(n2cc(Br)c(=O)[nH]c2=O)C(Br)C1O)c1ccccc1 (stereo not given),-12%,.,17%
